KinaseGlo FLuc: blocks Kinase-Glo luciferase, a counter-screen artifact. Kinase-Glo luciferase, ATP luminescence, 8 min. Potency, µM (highest dose often 38.3 µM), for the others: at the highest dose activity change, negative = inhibition, usual class: inhibitors. hit rate 0.28% among 200,000; further: potency means the concentration at half of the fitted maximal effect; on the % scale 0 is the no-effect control and ±100 the full control effect; nearly all actives have a fitted effect of over 60% in size
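Compounds were added to a substrate mix at pH 7.2 (50 mM imidazole, 10 uM ATP, within the enzyme's linear range), followed by Kinase-Glo detection reagent; luminescence was measured after 8 minutes at ambient temperature.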
CBFb RUNX1 block: CBF-beta/RUNX1 interaction disruption; AID 1477; Potency, µM (top dose mostly 59.8 µM), for the others: at the top dose activity, negative = inhibition, actives largely listed as inhibitors; Q01196+Q13951; 230,000 tested, under 10 active; AlphaScreen CBFb-His/RUNX1-biotin binding, biochemical; further: % of control where 0% means no effect
Target sequence (Q01196 whole entry, looked up): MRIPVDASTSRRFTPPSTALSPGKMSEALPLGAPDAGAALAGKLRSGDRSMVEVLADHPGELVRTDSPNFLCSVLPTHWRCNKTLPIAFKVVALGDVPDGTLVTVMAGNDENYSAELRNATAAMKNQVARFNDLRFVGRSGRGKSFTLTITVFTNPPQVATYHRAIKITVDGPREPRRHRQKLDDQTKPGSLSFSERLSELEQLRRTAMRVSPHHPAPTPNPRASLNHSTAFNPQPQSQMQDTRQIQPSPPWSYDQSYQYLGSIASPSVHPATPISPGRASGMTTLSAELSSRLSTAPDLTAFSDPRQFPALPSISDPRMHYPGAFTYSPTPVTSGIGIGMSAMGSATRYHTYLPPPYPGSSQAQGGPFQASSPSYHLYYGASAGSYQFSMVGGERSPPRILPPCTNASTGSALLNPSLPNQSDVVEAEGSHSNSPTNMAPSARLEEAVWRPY
Target sequence (Q13951 whole entry, looked up): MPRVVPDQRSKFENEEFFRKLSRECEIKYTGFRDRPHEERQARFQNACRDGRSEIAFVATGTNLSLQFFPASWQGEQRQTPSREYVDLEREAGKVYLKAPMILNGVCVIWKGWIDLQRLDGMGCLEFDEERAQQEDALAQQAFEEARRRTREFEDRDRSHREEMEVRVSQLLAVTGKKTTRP
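Proteins preincubated together for 20 min at RT before compound addition; 15 min later, nickel and streptavidin beads were added and left 90 min prior to AlphaScreen measurement.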
SMN2 splice up: enhancers of SMN2 splice variant expression. Potency, µM (top dose mostly 46.1 µM), inactives show top-dose activity change, positive = activation, hits mostly activators. AID 1458. HEK293 SMN2-luciferase splicing reporter, luminescence, 30-36 h. hit rate 2.8% among 210,000; further: potency means the concentration at half of the fitted maximal effect; % of control where 0% means no effect; nearly all actives have a fitted effect of over 55% in size
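HEK293 cells carry an SMN2 […]–luciferase reporter in which exon 7 inclusion puts luciferase in frame. Cells were plated 10-12 h before compound addition, then incubated 30-36 h at 37C. ONE-Glo luminescence was read; sodium butyrate at 4.5 mM final served as control.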
HTT cytoprotect: cytoprotection in Huntington HTT-Q103 PC12 cell model. PC12 HTT-Q103 induced, cytoprotection, ATP luminescence, 40 h. Potency, µM (titrated, usually from 56.4 µM), without a hit: cytoprotection (ATP increase), most hits filed as activators. hit rate 0.14% among 230,000. AID 1471;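 further: potency means the concentration at half of the fitted maximal effect; % of control where 0% means no effect; nearly all actives have a fitted effect of over 45% in size; toxic huntingtin expression switched on by the ecdysone agonist tebufenozide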
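ATP quantification (ATPlite) reports survival of PC12 cells in which tebufenozide, 100 nM final, switches on Htt exon 1 with 103 glutamines linked to GFP; compounds are titrated.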
LMNA splice mod: modulators of lamin A splicing; HeLa LMNA splicing GFP/RFP minigene ratio, 48 h; Potency, µM (titrated, usually from 46.1 µM), without a hit: at the highest dose ratio change, negative = inhibition, hits mostly inhibitors; hit rate 0.01% among 200,000; AID 1487; active means well fitted inhibition curve with a large enough effect in the signal ratio, with a control signal flat, not every such curve was filed as active; inconclusive means small, poorly fitted or top-dose-only effect, or effect the other way, or a change in a side signal; the % refers to the signal ratio; further: potency means the concentration at half of the fitted maximal effect; on the % scale 0 is the no-effect control and ±100 the full control effect
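Read-out is the ratio of GFP to DsRed2 object intensity, acquired by 488 nm laser-scanning cytometry on HeLa lamin A-EGFP minigene reporter cells. Compound incubation 48 hrs at 37 °C in Opti-MEM with 2% FBS; DMSO 0.5% final.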
IMPase Li cell: IMPase inhibition in cells with lithium potentiation; Potency, µM (titrated, usually from 59.4 µM), inactives show top-dose activity, negative = IMPase inhibition, most hits filed as inhibitors; CHO-M1 cells, IP1 TR-FRET (IP-One), carbachol + lithium; hit rate 0.35% among 210,000; AID 1457;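 further: IP1 builds up when IMPase is blocked and the TR-FRET signal falls; potency means the concentration at half of the fitted maximal effect; plate controls were basal vehicle for no effect and high inhibitor control for full effect; nearly all actives have a fitted effect of over 50% in size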
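CHO cells stably expressing M1 receptor (2000/well) were cultured 16–30 h, then exposed to compounds with a small lithium addition for 30 min at 37C. IP1 was measured by TR-FRET competition; AC50 from Hill fits.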
HTT aggregate: mutant huntingtin aggregation inhibition; hit rate 1.1% among 220,000; Potency, µM (titrated, usually from 46.1 µM), for the others: top-dose activity change, negative = inhibition, most hits filed as inhibitors; PC12 HttQ103-GFP aggregates, Acumen cytometry, 40 h; further: potency means the concentration at half of the fitted maximal effect; on the % scale 0 is the no-effect control and ±100 the full control effect; nearly all actives have a fitted effect of over 60% in size
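Using laser scanning cytometry, GFP-positive aggregates were counted after lysis of PC12 cells induced with 100 nM tebufenozide to express HTT exon 1 Q103–GFP. Compounds were tested in titration.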
Starred values were filed as active, the others as inactive; ? = inconclusive; . = no result given; & = joins results of further samples; [ ] = remark or other dose. Unless noted, the call rests on the fitted dose curve; in most records, active means well fitted curve in the direction sought with a large enough effect; inconclusive means small, poorly fitted or top-dose-only effect, or another doubt; inactive means no such curve, though single readings can be large; an effect the other way counts as inactive or inconclusive.

SMILES | KinaseGlo FLuc | CBFb RUNX1 block | SMN2 splice up | HTT cytoprotect | LMNA splice mod | IMPase Li cell | HTT aggregate
CCCC(=O)N1CCN(c2ccc(NC(=O)c3ccc([N+](=O)[O-])o3)cc2Cl)CC1 | 1% | -3% | -48%[inhibitor] | ? | . | -5% | ?
O=C(Nc1ccc2nc(-c3ccccc3)[nH]c2c1)c1cccs1 | -4% | -3% | -23% | -33% | 3% | 13%[38.3 µM] | 2%
O=C(NCc1ccc2c(c1)OCO2)c1c[nH]c2ccc(S(=O)(=O)N3CCOCC3)cc2c1=O | . | 2% | . | 1% | 0% | . | 3%
CCOc1ccccc1NC(=O)c1ccccc1NS(C)(=O)=O | -6% | -1% | -10% | 22%[10 µM] | -10% | 1%[38.3 µM] | 4%
COc1ccc(/C(O)=C2/C(=O)C(=O)N(CC3CCCO3)C2c2cccc(OC)c2)cc1 (centres undefined) | -1% | 10% | -8% | -3%[10 µM] | -4% | ? | 0%
Cc1cc(C)n(-c2nnc(C)n2/N=C/c2ccco2)n1 | -1% | -5% | 3% | ? | 7% | 2%[38.3 µM] | -13%
COC(=O)/C=C/CSC1=N/C(=C/c2ccc(-n3cncn3)cc2)C(=O)N1 | -4% | -2% | -5% | -8% | -2% | 9%[38.3 µM] | -5%
COc1cccc(S(=O)(=O)Nc2cccc(C(=O)N3CCCCCC3)c2)c1 | -3% | -10% | -9% | . | ? | -3% | 4%
CSc1cccc(NC(=S)Nc2ccc(F)cc2)c1 | . | 0% | . | 26%[10 µM] | . | . | 7%[9.22 µM]
O=S(=O)(c1ccccc1)N1CCN=C1SCc1cccnc1 | -1% | 8% | -10% | 8% | . | 1% | -8%
C/C(N)=C(/C#N)C(=O)COC(=O)COc1ccc(Cl)cc1C | 18% | 6% | 4% | 13% | 9% | 13%[38.3 µM] | 6%
NC(=O)CC(NC(=O)c1ccc(Br)cc1)c1ccc(NCCc2ccc(F)cc2)c([N+](=O)[O-])c1 (centres undefined) | . | 5% | . | 15%[10 µM] | . | . | -2%[9.22 µM]
Clc1cccc(-c2nn3c(COc4ccccc4)nnc3s2)c1 | 0% | 9% | 12% | -8% | 10% | -4%[38.3 µM] | -13%
CCN1CC=C2C(C#N)=C(N)C(C#N)(C#N)[C@H](c3ccoc3)[C@H]2C1 | -3% | -3% | 12% | -15% | -12% | 15%[38.3 µM] | 10%
CCc1ccc2[nH]c(=O)c(CN(Cc3ccc(F)cc3)C(c3nnnn3CCN3CCOCC3)C(C)C)cc2c1 (centres undefined) | -1% | 0% | . | 9% | 2% | 38%[activator][38.3 µM] | 13%
Cc1cc(CN(C)C(=O)CC2C(=O)NCCN2Cc2c(F)cccc2Cl)n[nH]1 (centres undefined) | 9% | 13% | . | -16% | . | 17% | -5%
CCN(CC)CCNC(=O)CCc1nn(C)c(=O)c2ccccc12 | -2% | -1% | -9% | -17%[0.074 µM] | 19% | 19%[38.3 µM] | -2%
CCN=c1sc(C(=O)NCCc2ccccc2)cc(=O)n1CC | -2% | 3% | -23% | -38%[inhibitor][10 µM] | ? | 6%[38.3 µM] | 33%
O=C1CCCN2N=C(SCC(=O)Nc3nccs3)SC2=N1 | 2% | 1% | 5% | 23% | -3%[46 µM] | 9% | 4%[9.22 µM]
O=C(Nc1ccccc1)c1ccc2nsnc2c1 | ? | -2% | 14% | -46%[inhibitor] | -6% | -3%[38.3 µM] | 5%
Cc1ccc(-c2nc(C(=O)O)cs2)cc1 | 0% | -3% | 11% | 16% | . | -7% | 9%
Nn1c(SCc2cccc(F)c2)nnc1-c1ccncc1 | . | 3% | . | 2%[10 µM] | . | . | -1%[9.22 µM]
CCOc1ccccc1/C=C(/NC(=O)c1ccccc1)C(=O)NCC(=O)O | 2% | 8% | 14% | -5%[10 µM] | ? | -4% | 2%
Cc1cccc(-n2c(SCC(=O)O)nc3sc4c(c3c2=O)CCCC4)c1 | 3% | -2% | -12% | 10%[10 µM] | . | -5% | 6%[9.22 µM]
COc1ccc(N2C(=O)CC(NNC(=O)c3cccnc3)C2=O)cc1 (centres undefined) | . | 5% | . | 10%[10 µM] | . | . | 12%[9.22 µM]
Cc1cc(Cl)ccc1NC(=O)CSc1nnc(-c2ccncc2)n1Cc1ccco1 | -3% | 10% | -15% | 5%[0.074 µM] | 5% | -14%[38.3 µM] | -9%
COc1ccc(-n2c(Cc3cccn3C)nnc2SCC(=O)Nc2ccc(Cl)cc2)cc1 | -2% | -17% | 2% | -14% | -14% | 37%[38.3 µM] | -13%
O=C(CC1S/C(=N/N=C/c2ccco2)NC1=O)Nc1cccc(Cl)c1Cl (centres undefined) | 2% | -7% | -3% | -13% | 16%[46 µM] | 0% | 10%
O=[N+]([O-])c1cccn2cc(-c3ccc(Br)cc3)nc12 | 2% | 2% | . | 1% | . | 3% | ?
Cc1cccc(NC(=O)c2ccc(NCC3CCCO3)c([N+](=O)[O-])c2)c1 (centres undefined) | 4% | 6% | -13% | -8%[10 µM] | -11% | 3% | 15%
CCOC(=O)c1sc(N(C)C(C)=O)nc1C | 1% | 3% | 1% | -9% | 23% | -2%[38.3 µM] | -7%
CC1=CC2=NC(=O)CC(C)(C(=O)N(CC(=O)NC(C)C)C3CCCC3)N2C=C1 (centres undefined) | 0% | 4% | -4% | . | . | 1% | .
CCCSc1nnc(CSc2ncccn2)n1C | -1% | 1% | -9% | -6% | 27%[9.22 µM] | -7% | -7%
O=C(c1cccnc1)N1CCN(S(=O)(=O)c2ccc(F)cc2)CC1 | 5% | 8% | . | -11%[10 µM] | -4%[46 µM] | 7% | -18%[9.22 µM]
O=C(N/N=C/c1ccncc1)c1cc(Br)ccc1OCc1ccccc1 | -1% | -6% | 4%[1.84 µM] | 2%[10 µM] | ? | 3% | 7%
O=C(c1cccs1)N1CCN(CCc2ccccc2)CC1 | -7% | 5% | 5% | 5%[1.9 µM] | 1% | 22%[38.3 µM] | -4%
O=C1OCc2cc(NC(=O)C34CC5CC(CC(C5)C3)C4)ccc21 | -2% | 6% | -16% | -22% | 16% | 3%[38.3 µM] | 3%
CCOc1ccc(C(=O)CCc2nc3ccccc3s2)cc1 | 3% | 2% | . | 18% | 7%[0.0737 µM] | 14%[38.3 µM] | 14%
CCc1ccc(S(=O)(=O)NCc2csc(-c3cccnc3)n2)s1 | 13% | -1% | -10% | -2% | -12% | 6% | -17%
O=C(NC(=S)Nc1cccc(NC(=O)c2ccc(Cl)cc2Cl)c1)c1cccs1 | 1% | -17% | -7%[1.84 µM] | -20%[10 µM] | -8% | -4% | -3%
CCOc1ccc2[nH]c(=O)c(C(c3nnnn3CCOC)N3CCOCC3)cc2c1 (centres undefined) | -3% | 2% | ? | 9% | 10% | 22%[38.3 µM] | -11%
O=C(/C(=C(/[O-])c1ccccc1)[n+]1ccccc1)c1ccc([N+](=O)[O-])cc1 | -2% | -2% | -6% | . | 5% | 13% | -10%
Cc1ccc2ccc(S(=O)(=O)n3nc(C)cc3C)cc2c1 | 9% | 1% | -53%[inhibitor] | -4%[10 µM] | ? | 28% | -14%
COc1cccc(C2=NOC(C(=O)Nc3cc(C)nn3-c3ccccc3)C2)c1OC (centres undefined) | 0% | 0% | -68%[inhibitor] | 17%[10 µM] | -16% | 7% | -10%
Cc1nn(-c2ccccc2)c(N)c1Sc1ccc([N+](=O)[O-])cc1 | 1% | -6% | -38%[inhibitor] | 33%[10 µM] | ? | 24% | -4%
COc1cc(C(c2sc3nc(C)nn3c2O)N2CC(C)OC(C)C2)cc(OC)c1OC (centres undefined) | 3% | 14% | 5% | -15% | -10% | 21%[38.3 µM] | -5%
O=C(CCCc1nc(-c2ccc(Cl)cc2)no1)Nc1cccnc1 | -1% | 6% | 3% | 0%[10 µM] | ? | 26%[38.3 µM] | 9%
CC(C)(C)OC(=O)N/N=C/c1c[nH]c2ccccc12 | -11% | -8% | . | . | -1% | -3% | 1%
COc1ccc(CC(=O)O/N=C(\N)c2cccc([N+](=O)[O-])c2)cc1 | 0% | -5% | -3% | -3%[10 µM] | -9% | 7% | -3%
CC(C)Cc1cc(C(=O)Nc2cccnc2)no1 | -23% | -6% | -4% | -1% | -5% | -6%[38.3 µM] | -1%

3 consecutive entries out of the list so far, for reference:
SMILES | KinaseGlo FLuc | CBFb RUNX1 block | SMN2 splice up | HTT cytoprotect | LMNA splice mod | IMPase Li cell | HTT aggregate
CCOc1ccc2[nH]c(=O)c(C(c3nnnn3CCOC)N3CCOCC3)cc2c1 (centres undefined) | -3% | 2% | ? | 9% | 10% | 22%[38.3 µM] | -11%
O=C(/C(=C(/[O-])c1ccccc1)[n+]1ccccc1)c1ccc([N+](=O)[O-])cc1 | -2% | -2% | -6% | . | 5% | 13% | -10%
Cc1ccc2ccc(S(=O)(=O)n3nc(C)cc3C)cc2c1 | 9% | 1% | -53%[inhibitor] | -4%[10 µM] | ? | 28% | -14%

The list goes on:
SMILES | KinaseGlo FLuc | CBFb RUNX1 block | SMN2 splice up | HTT cytoprotect | LMNA splice mod | IMPase Li cell | HTT aggregate
COCCCNCCCCOc1ccc(C)cc1[N+](=O)[O-] | 1% | -4% | 19% | -14%[10 µM] | 0% | 5% | ?
CN(C)CCCNC1=CC(=O)CC(c2ccccc2)C1 (centres undefined) | -1% | 7% | -39%[inhibitor] | -3% | . | 13% | -9%
N#Cc1cc2c(OCC(O)CN3CCN(C(c4ccccc4)c4ccccc4)CC3)cccc2[nH]1 (centres undefined) | . | -21%&9% | -4%&-106% | -138%&-184%[inhibitor] | . | 37%&10%[activator] | .
O=C(/C=C/c1cccc([N+](=O)[O-])c1)NCCc1ccc(F)cc1 | 0% | -2% | -2% | 15%[0.074 µM] | 13% | 12% | -7%
CC(C)(C)C1CCc2c(sc(NC(=O)c3cc(C4CC4)on3)c2C#N)C1 (centres undefined) | 0% | 1% | -27% | -12% | -2% | -7%[38.3 µM] | -4%
C=CCn1c(SCC(=O)Nc2sc3c(c2C#N)CCC3)nnc1C1COc2ccccc2O1 (centres undefined) | -3% | -8% | 2% | -22% | -7% | 15%[38.3 µM] | 5%
Cc1[nH]c2ccc(Br)cc2c(=O)c1CN1CCCCC1 | -5% | 5% | 16% | -8% | 8% | -1%[38.3 µM] | 10%
CN(C)S(=O)(=O)c1ccc2oc(SCC(N)=O)nc2c1 | -1% | 2% | -13% | 2% | -8% | 14%[38.3 µM] | ?
COCCN(CCOC)C(=O)c1sc2nc(-c3ccccc3)cn2c1C | 1% | 4% | -2% | -3%[1.9 µM] | 6% | 35%[38.3 µM] | -16%

Screens (PubChem BioAssay)
